# Screens (PubChem BioAssay)
# D3 antag = antagonists of human D3 dopamine receptor; 360,000 tested, 2.5% active; max response, negative = inhibition, %; P35462; D3R cells, DiscoveRx beta-arrestin luminescence, antagonist mode; hits give low values; in the data active = max response below about -50%; inconclusive = no clear call, values can overlap the other calls; note: % is set by controls: 0 for no effect and ±100 for the full control effect; mostly tested at two doses, the higher about 12 µM
# Target sequence (P35462 whole entry, looked up): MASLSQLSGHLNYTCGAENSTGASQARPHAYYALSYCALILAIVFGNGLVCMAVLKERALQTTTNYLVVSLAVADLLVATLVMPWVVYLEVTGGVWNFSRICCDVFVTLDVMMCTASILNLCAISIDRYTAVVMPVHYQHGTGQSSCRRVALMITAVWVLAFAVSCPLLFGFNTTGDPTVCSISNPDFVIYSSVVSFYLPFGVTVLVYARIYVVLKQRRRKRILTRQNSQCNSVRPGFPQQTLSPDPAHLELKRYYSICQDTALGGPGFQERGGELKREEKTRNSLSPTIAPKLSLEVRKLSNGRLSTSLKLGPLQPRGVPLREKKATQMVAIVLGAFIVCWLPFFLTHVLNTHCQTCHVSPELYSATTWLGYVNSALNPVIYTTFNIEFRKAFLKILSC
#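 Cells plated overnight at 1500 cells/well, then exposed to library compounds with dopamine controls for 90 minutes at 37 degrees C. DiscoveRx reagent added for 30–60 minutes at room temperature; luminescence read, quantitative HTS format.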
# TDP43 rescue = TDP-43 toxicity inhibition in yeast; TDP-43 expressing yeast growth rescue, BacTiter-Glo, 24 h; Potency, µM (highest dose often 46.1 µM), for inactives: at the top dose growth rescue (activation), actives largely listed as activators; 410,000 tested, 1.8% active; AID 652104; note: potency is the fitted concentration of half-maximal effect; % of control where 0% means no effect; nearly all actives have a fitted effect of over 50% in size
#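 Luminescence from BacTiter-Glo reports growth of TDP-43-expressing yeast after 24 hr at 30 deg C with compound. Cells were raffinose-pregrown to mid-log, then seeded in galactose medium at OD600=0.02.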
# KB-V1 MDR tox = KB-V1 MDR subline cytotoxicity. 400,000 tested, 3.4% active. AID 1347076. KB-V1 MDR cells viability, CellTiter-Glo, 72 h. Potency, µM (doses to about 46.1 µM), inactives show at the top dose activity change, negative = cytotoxicity, actives largely listed as cytotoxic; note: potency is the fitted concentration of half-maximal effect; % is set by controls: 0 for no effect and ±100 for the full control effect; nearly all actives have a fitted effect of over 60% in size
#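 qHTS viability screen in drug-selected KB-V1 MDR cells: 72 h compound treatment at 37 degrees C, ATP luminescence end point.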
# DRD3 agonist = agonists of human D3 dopamine receptor | P35462 | D3R DiscoveRx beta-arrestin cells, luminescence, 90 min | max activation, % | 410,000 tested, 0.58% active | AID 652048; in the data active = max activation above about 30%; note: 0% is about no effect; mostly tested at two doses, the higher about 12 µM
#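 Cells at 1500/well, incubated overnight, then treated with pinned compounds (dopamine as control) for 90 min at 37 degrees C. DiscoveRx reagent added for 30 - 60 minutes at room temperature; luminescence read.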
# PTHR1 agonist = activates the human parathyroid hormone receptor PTHR1; Q03431; HEK293 GP2 PTHR1 cells, GloSensor cAMP luminescence, 1 h; Potency, µM (doses to about 115 µM), for the others: at the highest dose activation, actives largely listed as activators; 410,000 tested, 0.075% active; note: potency is the fitted concentration of half-maximal effect; nearly all actives have a fitted effect of over 55% in size; some results filed as inactive show a strong effect at the top dose; inactives centre near -15; many of its hits are not listed in these tables
# Target sequence (Q03431 whole entry, looked up): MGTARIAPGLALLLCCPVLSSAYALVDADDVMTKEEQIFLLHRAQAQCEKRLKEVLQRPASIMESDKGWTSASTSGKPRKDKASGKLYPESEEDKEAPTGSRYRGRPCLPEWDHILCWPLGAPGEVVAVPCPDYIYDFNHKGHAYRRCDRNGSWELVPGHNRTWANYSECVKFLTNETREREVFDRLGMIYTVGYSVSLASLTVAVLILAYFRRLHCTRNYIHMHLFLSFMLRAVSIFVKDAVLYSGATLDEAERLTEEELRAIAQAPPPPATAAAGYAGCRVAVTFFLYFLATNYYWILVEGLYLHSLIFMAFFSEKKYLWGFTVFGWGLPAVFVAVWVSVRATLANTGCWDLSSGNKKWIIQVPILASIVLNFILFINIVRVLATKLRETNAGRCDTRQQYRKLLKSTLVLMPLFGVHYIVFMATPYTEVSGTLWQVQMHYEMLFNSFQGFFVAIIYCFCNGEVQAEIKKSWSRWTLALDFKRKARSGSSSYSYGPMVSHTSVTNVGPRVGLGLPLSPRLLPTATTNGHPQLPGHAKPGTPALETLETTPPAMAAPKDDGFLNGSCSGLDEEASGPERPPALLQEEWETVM
#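 HEK-293-derived GP2 cells expressing PTHR1 and a GloSensor cAMP reporter, 3,000/well, plated overnight, given luciferin plus IBMX (each 0.5 mM as added) for 1 h at 37 °C, then compound for 1 h at 37 °C. Luminescence was read after 15 min at room temperature.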
# GLP-1R agonist = agonists of human GLP-1 receptor; HEK293 GLP-1R CRE-luciferase, luminescence, 4-6 h; cells express a hypersensitive GLP-1R form; Potency, µM (doses to about 45.6 µM), without a hit: at the top dose activation, most hits filed as activators; 380,000 tested, 0.007% active; AID 624172; note: potency is the fitted concentration of half-maximal effect; % of control where 0% means no effect
# HEK293 tox = cytotoxic in the GLP-1 receptor inverse agonist counter-screen; HEK293 cAMP-luciferase reporter cells, luminescence, 24 h; Potency, µM (titrated, usually from 38.3 µM), without a hit: at the top dose activity change, negative = inhibition, most hits filed as inhibitors; 410,000 tested, 0.13% active;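 note: loss of luciferase light is scored as toxicity; potency is the fitted concentration of half-maximal effect; % is set by controls: 0 for no effect and ±100 for the full control effect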
#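 Step one: seed cells (200 cells/uL, DMEM with 10% Nu serum, 1% pen-strep). Step two: 12-hour incubation at 37 deg C. Step three: pin 23 nL compound, incubate 24 hr. Step four: add luciferase reagent, read luminescence 12 min later.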
# GLP-1R inv ag = inverse agonists of human GLP-1 receptor | P43220 | HEK293 GLP-1R CRE-luciferase, luminescence, 24 h; GLP-1R form is constitutively active | Potency, µM (top dose mostly 38.3 µM), inactives show at the highest dose activity change, negative = inhibition, most hits filed as inhibitors | 410,000 tested, 1.6% active | AID 624417; note: potency is the fitted concentration of half-maximal effect; % is set by controls: 0 for no effect and ±100 for the full control effect; nearly all actives have a fitted effect of over 55% in size
#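 Luminescence readout: a drop in cAMP-driven luciferase signal flags inverse agonism at a constitutively active GLP-1R stably expressed in HEK293. Compound exposure lasted 24 hr at 37 deg C, 5% CO2.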
# aSyn rescue = alpha-synuclein toxicity inhibition in yeast; 370,000 tested, 0.14% active; Yeast expressing alpha-synuclein, growth rescue, BacTiter-Glo, 24 h; Potency, µM (top dose mostly 46.1 µM), without a hit: at the highest dose growth rescue (activation), most hits filed as activators; note: potency is the fitted concentration of half-maximal effect; % of control where 0% means no effect; nearly all actives have a fitted effect of over 65% in size
#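 Readout is rescue of growth in alpha-synuclein-expressing yeast, so inhibitors of toxicity appear as activators. Growth after 24 hr at 30 deg C in galactose medium is quantified by luminescence.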
# * marks the source's active call; other numbers are inactive results; i = inactive; u = inconclusive; x = no result given; [ ] = dose if it differs, or a comment. Unless noted, calls come from the whole dose curve; as a rule, active = well fitted curve in the direction sought with a large enough effect; inconclusive = small, poorly fitted or top-dose-only effect, or another doubt; inactive = no such curve, though single readings can be large; an effect the other way counts as inactive or inconclusive.
SMILES,D3 antag,TDP43 rescue,KB-V1 MDR tox,DRD3 agonist,PTHR1 agonist,GLP-1R agonist,HEK293 tox,GLP-1R inv ag,aSyn rescue
COc1ccc(C(=O)CCNc2ccc(C)c(Cl)c2)cc1,2,-6%,-29%,0,-6%,5%,6%,3%,-3%
O=C(NCC1COc2ccccc2O1)c1cccc(S(=O)(=O)N2CCN(c3ccccc3)CC2)c1 (stereo unspecified),0,-3%,-9%,-2,-27%,1%,-5%,u,7%
C=CCNC(=O)N[C@@H](CCSC)C(=O)OC,7,-12%,13%,4,-11%[57.5 µM],-1%,-9%,29%,0%
O=C(Nc1ccc2c(c1)OCO2)OCc1ccccc1,-3,-12%,u,-16,-53%[inhibitor][57.5 µM],13%,3%,-13%,-3%
COc1cc(NC(=O)CSc2nc3[nH]ncc3c(=O)n2-c2ccc(Cl)cc2)cc(OC)c1,107,6%,26%,19,-26%,5%,-10%,-6%,-5%
COc1ccc(-c2nc3n(n2)C(c2ccccc2OC)C(C(=O)Nc2cccnc2)=C(C)N3)cc1 (stereo unspecified),x,u,0%,-4,i,x,-2%,14%,x
CCOc1ccccc1N1CN(CC)CNC1=S,-22,17%,2%,-2,i,19%,15%,-4%,-2%
Cc1ncoc1C(=O)Nc1ccccc1-c1ccccc1,9,4%,-30%,2,i,-3%,7%,1%,2%
Cc1cc(C)n2c(SCCN3C(=O)c4ccccc4C3=O)nnc2n1,-8,-1%,-1%,-1,-14%,5%,3%,1%,-5%
Cc1cc(NC(=O)COC(=O)COc2ccc3c4c(c(=O)oc3c2)CCC4)no1,7,-9%,5%,6,-8%,2%,-5%,32%[activator],0%
COc1ccc(Nc2cc(C)c3c(O)cccc3n2)cc1,1,-6%,u,2,i,1%,-26%,13µM*,-2%
COC(C[C@H]1O[C@H]1C(=O)[C@H](C)OCc1ccccc1)OC,u,-13%,-17%,-52,-2%,0%,5%,12%,5%
Cc1ccc(NC(=O)Nc2ccno2)cc1,6,0%,4%,4,-10%,-1%,7%,4%,-13%
CCOC(=O)c1cc(-c2ccc(N)cc2)sc1N,-7,-10%,11%,-14,-8%,u,1%,0%,-4%
CNC(=O)c1sc(SC)cc1-c1ccc(Cl)cc1,-17,-4%,1%,-3,-13%,15%,9%,u,4%
CC(=O)Nc1cccc(C(=O)N2CCN(S(=O)(=O)c3ccc(C4CCCCC4)cc3)CC2)c1,-12,2%,-15%,1,-27%,10%,-16%,5µM*,-2%
Cc1cccc(C)c1OCc1nc2c3cnn(-c4cccc(F)c4)c3ncn2n1,x,0%,x,5,-27%,x,7%,6%,x
COc1ccc(C(=O)Nc2cccnc2)cc1C(=O)Nc1cccnc1,0,10%,-4%,-23,5%,3%,-7%,-5%,-2%
CCc1nnc(NS(=O)(=O)c2ccc(N/C=C\C(=O)c3cccc(OC)c3)cc2)s1,-13,-13%,7%,0,-22%,1%,11%,5%,6%
O=C(/C=C/c1cccc([N+](=O)[O-])c1)NCCSCc1c(Cl)cccc1Cl,-6,u,-7%,-13,i,7%,10%,u,0%

# Grouped by structure, those above containing an aryl thioether with sulfur outside any ring
SMILES,D3 antag,TDP43 rescue,KB-V1 MDR tox,DRD3 agonist,PTHR1 agonist,GLP-1R agonist,HEK293 tox,GLP-1R inv ag,aSyn rescue
COc1cc(NC(=O)CSc2nc3[nH]ncc3c(=O)n2-c2ccc(Cl)cc2)cc(OC)c1,107,6%,26%,19,-26%,5%,-10%,-6%,-5%
Cc1cc(C)n2c(SCCN3C(=O)c4ccccc4C3=O)nnc2n1,-8,-1%,-1%,-1,-14%,5%,3%,1%,-5%
CNC(=O)c1sc(SC)cc1-c1ccc(Cl)cc1,-17,-4%,1%,-3,-13%,15%,9%,u,4%

# (continued)
SMILES,D3 antag,TDP43 rescue,KB-V1 MDR tox,DRD3 agonist,PTHR1 agonist,GLP-1R agonist,HEK293 tox,GLP-1R inv ag,aSyn rescue
Cc1sc2nc(CSCC(=O)Nc3cc(F)ccc3F)[nH]c(=O)c2c1C,1,4%,u,2,i,3%,17%,-10%,-6%
CCCc1nn2c(=O)cc(CSCC(=O)Nc3ccc(OC)cc3)nc2s1,3,7%,6%,-1,-21%,-2%,4%,9%,5%
Cc1nn(Cc2ccccc2)c(C)c1NC(=O)c1noc2c1CCc1ccccc1-2,2,20%,-26%,6,-15%,-4%,-4%,u,-1%
COc1cccc(-c2cc(C(=O)N/N=C/c3ccco3)c3ccccc3n2)c1,-9,u,-20%,-8,i,6%,7%,20%,-4%
Cc1noc(C)c1C(=O)Nc1ccccc1-c1ccccc1,-8,-8%,11%,-13,i,-7%,6%,1%,-3%
Cc1ccc(C(=O)OC(C)C(=O)NC2CCCCC2C)cc1S(=O)(=O)N1CCOCC1 (stereo unspecified),9,22%,x,2,-32%[inhibitor],6%,2%,11%,-1%
CC(C)[C@@H]1NC(=O)c2cc([N+](=O)[O-])cc(I)c2NCCC[C@@H](C(=O)NC(CC(=O)O)C(N)=O)NC(=O)[C@H](CO)NC1=O (stereo partly specified),24,-10%,-21%,0,-2%,-5%,u,7%,-1%
CCCCN(C(C)=O)c1c(CC)nc2ccc(C(=O)NCCc3ccccn3)cn12,-25,9%,-8%,-21,-2%,-2%,3%,7%,0%
CC(C)C(=O)Nc1cc2c3c(c1)CCN3C(=O)CC2,3,16%,u,2,i,-7%,5%,41%[activator],1%
CC(NC(=O)C1CCN(S(=O)(=O)N2CCCCCC2)CC1)c1ccccc1 (stereo unspecified),14,-16%,u,13,i,-4%,1%,0%,6%
COc1ccc(Cl)cc1NC(=O)N1CCC2(CC1)Oc1ccccc1C(=O)N2Cc1ccc(F)cc1,x,20%,17%,3,i,x,0%,-16%,x
Cc1ccccc1-n1c(=O)cc(N2CCC3(CC2)OCCO3)[nH]c1=O,2,8%,5%,-2,i,-2%,-2%,16%,2%
CCC(CC)C(=O)N1CCc2cc(OC)c(OC)cc2C1COc1ccccc1OC (stereo unspecified),x,x,14%,4,i,23%,0%,u,x
CCc1ccc(/C=N/n2c(C3CCCCC3)n[nH]c2=S)cc1,u,-7%,-12%,-4,i,2%,-8%,-27%,-1%
O=C(c1c(F)cccc1F)N1CCN=C1SCc1ccccc1,u,u,0%,-12,-2%,15%,2%,u,1%
Cn1c(C23CC4CC(CC(C4)C2)C3)n[nH]c1=S,34,u,u,2,i,0%,u,u,-5%
CCc1ccc2c(CN3CCc4ccccc43)cc(=O)oc2c1,-16,17%,0%,0,i,3%,-6%,-29%,0%
COc1ccc(NC(=O)c2oc3ccccc3c2NC(=O)Cc2ccc(F)cc2)c(OC)c1,x,1%,u,1,i,-2%,-1%,4%,x
CC1CCCN(C(=O)COC(=O)COc2ccc(C#N)cc2)C1 (stereo unspecified),-9,20%,5%,1,i,-1%,4%,-4%,1%
COc1ccc(CCNC(=O)CSc2nnnn2-c2cccc(C(C)=O)c2)cc1OC,x,14%,10%,9,i,x,-2%,2%,x
CC(=O)C1=CN(CC2CCCCC2)CCC1=O,-27,10%,6%,21,-18%,-2%,-2%,5%,0%
CC(=O)OCC(=O)C1CCC2C3CC=C4CC(O)CCC4(C)C3CCC12C (stereo unspecified),14,17%,15µM*,-8,i,-8%,-3%,4%,2%
COc1ccc(C(=O)Nc2nnc(C)s2)cc1S(=O)(=O)N1CCOCC1,-14,2%,-20%,-16,-22%,-7%,1%,11%,-1%
O=C(Nc1nc2ccccc2[nH]1)c1ccc(Cl)cc1,-3,-3%,u,-1,-28%,0%,u,u,-20%
CCCc1nc2ccccc2c(=O)n1CCc1ccccc1,2,u,u,6,-11%,-4%,17%,u,0%
CCOC(=O)c1sc2ccccc2c1S(=O)(=O)Nc1c(C)cccc1C,x,20%,-20%,0,-13%,x,-12%,u,x
CCCCNC(=O)CNC(=O)c1nn(-c2ccc(OC)c(OC)c2)c(=O)c2ccccc12,0,7%,-17%,0,-16%,-3%,-3%,14%,3%
COc1ccc(NC(=S)N2CCN(Cc3ccc(C)cc3)CC2)cc1,6,11%,u,-3,-70%[inhibitor],-1%,-11%,u,6%
Cc1cccc(NC(=O)CSc2nc(-c3ccccc3)cc(=O)[nH]2)c1C,x,18%[9.22 µM],u,-2,i,x,0%,7%,x
CC1CCc2c(sc3c2C2=NS(=O)(=O)CCN2C=N3)C1 (stereo unspecified),-3,-2%,-11%,-4,i,22%,-4%,-4%,12%
NC(=O)Cn1nc(C(F)(F)F)c2c1CCCC2,3,-5%[9.22 µM],1%,2,i,6%,11%,-3%,0%
CC(NC(=O)Nc1ccccc1)c1ccccc1 (stereo unspecified),7,-6%,0%,-2,i,-5%,-7%,-27%,-8%
COc1cc(C(=O)Nc2ccccc2-c2nnn(CC(N)=O)n2)cc(OC)c1OC,11,15%,3%,-11,-51%[inhibitor],-4%,-9%,39%[activator],2%
CCCCn1c(SCC(N)=O)nnc1-c1ccco1,18,-18%,-10%,14,i,-5%,2%,29%,-12%
O=[N+]([O-])/C(C(=C(Cl)Cl)N1CCN(Cc2ccccc2)CC1)=C1\NCCN1Cc1ccc(Cl)nc1,3,13%,u,-4,i,6%,u,u,3%
O=C(COC(=O)c1ccc(N2CCCC2=O)cc1)Nc1ccccc1,-15,13%,u,-2,-40%,-1%,2%,5%,0%
Cc1nnc(SCC(=O)Nc2sc3c(c2C(=O)c2ccccc2)CCCC3)s1,-10,0%,-1%,0,i,-11%,-12%[1.53 µM],9%,-3%
O=C(CSc1nnc2c(n1)[nH]c1ccccc12)Nc1cccc(S(=O)(=O)N2CCOCC2)c1,3,-2%,-3%,3,-21%,0%,3%,3%,-12%

# These rows are one share of the data; rates above refer to the full screens.
